# RAD54 branch = RAD54 (human) branch migration inhibition; AID 602329; 360,000 compounds, 0.14% hits; Q92698; RAD54 Holliday junction branch migration, FAM/BHQ fluorescence; inhibition, % at 10.4 µM;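 active = mean normalized replicate activity at least 40 and at least half of replicates scoring 40 or more; inconclusive = only one of the two criteria met; inactive = mean below 40 and under half of replicates reaching 40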;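 also: 0% = median of neutral control wells and 100% = median of positive control wells; inhibitors cause a drop in the FAM fluorescence signal; in these data hits start at about 50%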
# RAD52 inh = RAD52 (human) annealing inhibition | recombinant RAD52 DNA annealing, FRET fluorescence | 360,000 compounds, 0.46% hits | inhibition, % at 18.7 µM;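 active = every replicate showing at least 50% inhibition; inconclusive = mean inhibition at least 50% but not in every replicate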
# CASP6 VEID inh = inhibitors of human caspase-6. P55212. purified caspase-6, Z-VEID-R110 cleavage fluorescence. inhibition, % at 12.5 µM. 350,000 compounds, 0.53% hits. AID 686996;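 active = mean inhibition across replicates at least about 35%, with every replicate also reaching that limit, limit read from the data; inconclusive = only one of the two criteria met; inactive = neither criterion met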;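 also: 0% = median of neutral control wells and 100% = no fluorescence left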
# Target sequence (P55212 24-179 limits assumed): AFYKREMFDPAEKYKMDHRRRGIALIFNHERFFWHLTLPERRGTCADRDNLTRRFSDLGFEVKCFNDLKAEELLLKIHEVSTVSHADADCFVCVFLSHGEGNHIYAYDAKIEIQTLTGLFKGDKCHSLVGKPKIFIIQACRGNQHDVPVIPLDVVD
# Target sequence (P55212 194-293 limits assumed): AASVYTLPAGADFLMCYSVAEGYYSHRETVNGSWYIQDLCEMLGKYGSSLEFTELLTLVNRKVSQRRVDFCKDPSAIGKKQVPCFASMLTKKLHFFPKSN
# F508del corr = correctors of CFTR F508del function in bronchial epithelial cells | CFBE cells, YFP halide quenching; stimulated with forskolin plus potentiator P3; % fluorescence drop versus neutral controls | activity (quench increase), % at 7.58 µM | 350,000 compounds, 0.36% hits | AID 720511;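 active = mean added fluorescence quench of at least 8% versus neutral control, with both replicates also reaching 8%; inconclusive = only one of the mean or replicate conditions met; inactive = mean below 8% and not both replicates reaching 8%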;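 also: cells transiently co-express mutant CFTR-F508del with the halide-sensitive YFP; corrector assay measuring rescue of mutant channel to the surface after 24 h compound exposure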
# XiGFP reactiv = reactivates the inactive X chromosome in mouse fibroblasts; XiGFP mouse fibroblasts, % GFP-positive cells imaging, 3 d; cells co-treated with 5-aza-dC sensitizer; scaled so ellipticine positive control = 100%; activation, % at 7.58 µM; 360,000 compounds, 0.055% hits;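 active = mean normalized replicate activation at least 10% and every replicate at or above 10%; inconclusive = only one of the two criteria met; inactive = mean below 10% and not all replicates reach 10%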;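 also: 0% = median of on-plate neutral control wells and 100% = ellipticine 6 µM median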
#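 Material: XiGFP fibroblasts, SV40-immortalized; Buffer or medium: DMEM containing 5-aza-dC; Compound dosing: single point; Times: 3 days compound exposure.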
# GSIS activator = primary screen for activators of insulin secretion dependent on glucose, INS-1E cells, GLuc reporter luminescence; AID 743287; INS-1E GLuc reporter insulin secretion, 2-3 h; activation, % at 16.6 µM; 370,000 compounds, 0.61% hits;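 active = lowest replicate activation of at least 40%, so every replicate reaches that level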;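 also: 0% = median of neutral control wells and 100% = median of IBMX positive control wells; some compounds called inactive have numbers as strong as hits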
# E-sel inducer = induces E-selectin expression in human endothelial cells; P16581; HUVEC E-selectin immunofluorescence imaging; normalized: neutral wells 0, TNF-alpha wells 100; activation, % at 7.58 µM; 260,000 compounds, 0.37% hits;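 active = mean E-selectin-positive cell signal at least 10% of the positive control, reached in at least 60% of replicates, without over 20% cell loss; inconclusive = no rule given, readout overlaps actives, possibly toxicity-flagged; inactive = the rest, including those meeting only one limit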;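 also: in these data hits start at about 27%; measured in HUVEC primary endothelial cells; signal is the percent of cells scored E-selectin positive by PE staining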
# Target sequence (P16581 whole entry, looked up): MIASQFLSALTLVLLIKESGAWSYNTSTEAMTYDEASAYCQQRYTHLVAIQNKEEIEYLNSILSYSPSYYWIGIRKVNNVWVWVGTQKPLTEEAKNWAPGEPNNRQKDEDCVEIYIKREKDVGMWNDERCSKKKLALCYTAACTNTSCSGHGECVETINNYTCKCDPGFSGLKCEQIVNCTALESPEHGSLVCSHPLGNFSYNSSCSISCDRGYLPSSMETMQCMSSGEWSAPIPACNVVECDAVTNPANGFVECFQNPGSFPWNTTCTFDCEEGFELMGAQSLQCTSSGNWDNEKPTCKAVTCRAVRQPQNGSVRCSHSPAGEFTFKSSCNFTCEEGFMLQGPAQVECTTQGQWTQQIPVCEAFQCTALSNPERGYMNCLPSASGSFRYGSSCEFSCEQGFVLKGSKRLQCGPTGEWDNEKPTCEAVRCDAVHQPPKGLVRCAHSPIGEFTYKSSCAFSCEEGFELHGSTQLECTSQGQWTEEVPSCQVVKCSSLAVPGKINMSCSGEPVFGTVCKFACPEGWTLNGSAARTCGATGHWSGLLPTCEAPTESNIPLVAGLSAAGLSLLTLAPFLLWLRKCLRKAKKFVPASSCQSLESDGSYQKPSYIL
#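 System: HUVEC / Compound: single concentration / Signal: immunofluorescence imaging / Read-out: percent E-selectin-positive cells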
# DENV2 CPE rescue = inhibitors of DENV2 cytopathic effect | DENV2-infected cells, cytopathic effect rescue, plate reader | CPE inhibition, % at 9.99 µM | 350,000 compounds, 1.7% hits | AID 651640; in the data active = CPE inhibition above about 20%, passing the limit was not always enough; inconclusive = no clear call, values can overlap the other calls; tested in BHK-21 cells;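 also: 0% = median of neutral control wells and 100% = median of positive control wells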
# An asterisk follows results filed as active; ? = inconclusive; · = not tested or not shown. Random draw from the library. About 3.7% of those tested had a hit in this group.
SMILES,RAD54 branch,RAD52 inh,CASP6 VEID inh,F508del corr,XiGFP reactiv,GSIS activator,E-sel inducer,DENV2 CPE rescue
CC(C)(C)C1CCNC(=O)CC1 (stereo not drawn),-13,-5,2,-1.5,?,-2,0.7,8
CSc1ncc2c(=O)[nH]c(-c3ccccc3)nc2n1,-9,-5,-2,·,0.3,19,-0.2,1
CCC(=O)c1ccc(N2CCN(C(=O)c3ccc(F)cc3)CC2)c(F)c1,-8,2,-4,2.8,0.0,-8,1.6,-3
Cc1noc(C)c1S(=O)(=O)Nc1ccc2c(c1)C(=O)N([C@H](C)CO)C[C@H](C)[C@H](CN(C)C(=O)NC(C)C)O2,1,0,1,1.2,0.0,4,-0.1,-10
Cc1noc(C)c1NC(=O)N(C)C[C@H]1Oc2ncc(C#CC3CCCC3)cc2C(=O)N([C@H](C)CO)C[C@H]1C,2,-24,-3,0.6,-0.5,-1,-3.2,-1
CC(=O)N1CCCCN2[C@H](CO)[C@@H](c3ccc(-c4cccc(C(=O)N(C)C)c4)cc3)[C@H]2C1,-6,-6,3,-0.6,0.6,13,0.1,-9
Cc1cccc(-n2c(C)cc(C)c(C#N)c2=O)c1,·,-15,-1,·,0.3,0,·,-5
COC(=O)c1cc(OC)c(OC)cc1NC(=S)N1CCN(C/C=C/c2ccccc2)CC1,4,-20,-1,0.5,-0.1,-1,3.0,-6
COC(=O)Cc1ccc(OC(=O)CCS(=O)(=O)c2ccc(Cl)cc2)cc1,·,-10,4,-5.5,0.1,3,·,6
O=C(c1cc(-c2ccc(O)cc2)on1)N1CCCc2ccccc21,-3,-113,0,-3.8,-0.1,·,-0.1,3
CCCNC(=O)N1CC2(CN(C)C2)c2c([nH]c3cc(OC)ccc23)[C@@H]1CO,·,·,·,-2.5,0.3,14,-0.3,5
CCC(=O)N(C)C[C@H]1Oc2ncc(-c3ccc(C(=O)N(C)C)cc3)cc2C(=O)N([C@H](C)CO)C[C@H]1C,-3,9,0,-0.6,-1.0,6,0.2,-6
Nc1nc(N2CCOCC2)n[nH]1,·,-34,-3,1.2,0.4,-4,·,9
COCC(=O)N1CC[C@@H]2[C@@H](CO)Nc3ccc(C#Cc4ccc(F)cc4)cc3[C@@H]21,·,-7,1,-1.4,0.3,8,0.2,14
COc1ccccc1C(=O)N1C[C@H]2[C@@H](c3ccccc31)[C@@H](CO)N2C(=O)C1CCCCC1,2,1,3,-1.3,0.3,2,-0.1,9
O=C(NCN1CCc2ccccc2C1)c1cnccn1,-9,-16,17,-2.5,·,13,·,·
COc1cc(NC(=O)COn2nnc3ccc(S(C)(=O)=O)cc32)cc(OC)c1,0,-16,-1,-0.9,0.2,-2,·,0
O=C(C[C@@H]1C=C[C@@H](NC(=O)Nc2cc(F)ccc2F)[C@@H](CO)O1)NCCCN1CCOCC1,-4,-13,-4,-0.8,-0.1,1,-0.4,2
COc1cccc(-c2ccc([C@H]3[C@H]4CN(C(=O)c5ccc6c(c5)OCO6)CCCCN4[C@H]3CO)cc2)c1,9,-39,-1,1.6,0.5,-50,7.2,4
Cc1cnc(C(=O)OCc2ccc(COC(=O)c3cnc(C)cn3)cc2)cn1,0,-22,6,-1.0,0.0,5,2.9,-1
COc1cccc(NC(=O)c2ccc(NS(=O)(=O)c3cccs3)cc2)c1,12,-20,2,-0.8,0.2,-12,0.5,5
O=C(C[C@H]1C[C@@H]2c3cc(NC(=O)Nc4ccccc4F)ccc3O[C@@H]2[C@H](CO)O1)NCc1ccncc1,-11,-2,-1,0.1,0.0,13,-0.3,5
Cc1ccccc1C(=O)Nc1ccc(C(=O)N/N=C/c2ccncc2)cc1,·,0,1,-0.6,0.0,9,·,-5
CSCCC(NS(=O)(=O)c1ccc(C)cc1)C(=O)N1CCCCCCC1 (stereo not drawn),10,-6,-9,-1.1,0.0,-13,·,1
C[C@H](CO)N1C[C@H](C)[C@@H](CN(C)Cc2ccc(C(=O)Nc3ccccc3N)cc2)OCc2cnnn2CCCC1=O,6,-2,1,-1.3,0.1,11,-0.5,20
CC(C)(C)c1cc(C(=O)N/N=C/c2cc3c(cc2Br)OCO3)n[nH]1,·,-6,4,0.7,0.4,-14,·,-4
Cc1ccc(S(=O)(=O)N(C)C[C@@H]2Oc3cc(-c4cccc(F)c4)ccc3S(=O)(=O)N([C@H](C)CO)C[C@H]2C)cc1,1,15,0,2.4,-1.1,1,-0.3,5
Cc1[nH]n(-c2ccccc2)c(=O)c1N=Nc1ccc2c(c1)OCCO2,·,-7,-1,0.0,0.0,-5,·,·
Cc1noc(C)c1NC(=O)Nc1ccc2c(c1)C(=O)N([C@@H](C)CO)C[C@@H](C)[C@H](CN(C)Cc1ccc(Cl)c(Cl)c1)OCCCC[C@H](C)O2,-1,11,-3,-1.7,0.0,-10,-0.1,2
Cc1ccccc1-c1nnc(Cc2ccccc2)o1,·,-8,-1,·,-0.1,-7,-0.1,6
CO[C@H]1CC[C@H]2CCN(C)C(=O)[C@H](C)N(C)C(=O)c3cccc(C#N)c3OC[C@H]1O2,-3,-5,2,·,0.1,13,0.1,-1
Cc1ccc(-c2noc(=O)n2CC(=O)Nc2ccc(S(=O)(=O)NC3CC3)cc2)cc1,0,-24,2,0.5,·,-24,·,7
COC(=O)c1sc(NC(=O)CSc2n[nH]c(N)n2)c(C(=O)OC)c1C,·,-10,3,0.8,0.1,3,·,-3
O=C(c1coc2ccc(O)cc12)C1CC1,-5,-4,6,·,·,-7,·,·
NC(=O)[C@@H]1[C@H]2C(=O)O[C@H](c3ccccc3)[C@H](c3ccccc3)N2[C@H](c2ccc(O)cc2)[C@@]12C(=O)Nc1ccc(C#CC3(O)CCCCCC3)cc12,2,10,-1,1.3,·,·,·,10
COC(=O)[C@H](Cc1c[nH]c2ccccc12)NC(=O)NCc1ccc(OC)c(OC)c1,4,-13,-2,1.3,0.0,-14,-0.1,-6
CC(=O)Nc1nc2ccc(S(=O)(=O)N3CCCCC3)cc2s1,4,-9,-3,1.3,-0.1,-1,-0.6,18
CCOc1ccc(CCNS(=O)(=O)c2ccc(-c3ccc(=O)[nH]n3)o2)cc1OCC,-7,-9,-2,-1.4,0.0,10,·,-3
COc1ccc(C(=O)NCCN2CCCC2)cc1,5,-5,-58,0.3,0.0,1,·,2
COc1ccccc1-c1cn[nH]c1-c1ccc(OCc2ccc([N+](=O)[O-])cc2)cc1O,5,-11,-1,-0.2,0.0,0,·,-3

# Molecules shown so far that have a halogen (eight):
SMILES,RAD54 branch,RAD52 inh,CASP6 VEID inh,F508del corr,XiGFP reactiv,GSIS activator,E-sel inducer,DENV2 CPE rescue
CCC(=O)c1ccc(N2CCN(C(=O)c3ccc(F)cc3)CC2)c(F)c1,-8,2,-4,2.8,0.0,-8,1.6,-3
COC(=O)Cc1ccc(OC(=O)CCS(=O)(=O)c2ccc(Cl)cc2)cc1,·,-10,4,-5.5,0.1,3,·,6
COCC(=O)N1CC[C@@H]2[C@@H](CO)Nc3ccc(C#Cc4ccc(F)cc4)cc3[C@@H]21,·,-7,1,-1.4,0.3,8,0.2,14
O=C(C[C@@H]1C=C[C@@H](NC(=O)Nc2cc(F)ccc2F)[C@@H](CO)O1)NCCCN1CCOCC1,-4,-13,-4,-0.8,-0.1,1,-0.4,2
O=C(C[C@H]1C[C@@H]2c3cc(NC(=O)Nc4ccccc4F)ccc3O[C@@H]2[C@H](CO)O1)NCc1ccncc1,-11,-2,-1,0.1,0.0,13,-0.3,5
CC(C)(C)c1cc(C(=O)N/N=C/c2cc3c(cc2Br)OCO3)n[nH]1,·,-6,4,0.7,0.4,-14,·,-4
Cc1ccc(S(=O)(=O)N(C)C[C@@H]2Oc3cc(-c4cccc(F)c4)ccc3S(=O)(=O)N([C@H](C)CO)C[C@H]2C)cc1,1,15,0,2.4,-1.1,1,-0.3,5
Cc1noc(C)c1NC(=O)Nc1ccc2c(c1)C(=O)N([C@@H](C)CO)C[C@@H](C)[C@H](CN(C)Cc1ccc(Cl)c(Cl)c1)OCCCC[C@H](C)O2,-1,11,-3,-1.7,0.0,-10,-0.1,2

# (more compounds)
SMILES,RAD54 branch,RAD52 inh,CASP6 VEID inh,F508del corr,XiGFP reactiv,GSIS activator,E-sel inducer,DENV2 CPE rescue
Cn1c(=O)oc2cc(S(=O)(=O)NC3CCCc4ccccc43)ccc21 (stereo not drawn),-1,-7,1,-3.4,0.0,·,·,-9
CC(=O)C1=C(O)C(=O)N(Cc2cccnc2)C1c1ccc(C(C)C)cc1 (stereo not drawn),7,-11,-3,7.4,0.0,-50,1.3,?
Cn1c(=O)n(C)c2cc(N3CCCCC3)c(NC(=O)c3cccc(Cl)c3)cc21,-5,-20,0,-1.2,0.0,12,·,6
CN(C)c1ccc(/C=N/NC(=O)CSc2ccccn2)cc1,6,-5,2,1.3,-0.1,0,0.4,-3
CN(Cc1ccccc1)c1nnc(N)s1,-13,-10,0,-0.4,-0.1,6,-0.3,-5
CCOC(=O)/C(C#N)=C/Nc1cc(OC)ccc1OC,·,-9,-3,·,0.0,5,·,-8
O=C(CN(C(=O)Cn1nnc(-c2ccc(F)cc2)n1)c1ccc(F)c(Cl)c1)NCC1CCCO1 (stereo not drawn),·,-9,-1,·,0.0,-24,-0.7,2
C[C@H](CO)N1C[C@H](C)[C@H](CN(C)Cc2ccc(-c3ccccc3)cc2)Oc2ncc(C#CCN(C)C)cc2C1=O,-7,-6,3,-0.2,-1.7,2,0.4,-5
N#C[C@@H]1[C@H](c2ccccc2C2=CCCCC2)[C@@H](CO)N1C(=O)NC1CCCCC1,·,-12,-1,0.9,0.1,-11,0.2,-1
O=C(C[C@@H]1CC[C@@H](NC(=O)Nc2ccccc2F)[C@H](CO)O1)NCc1ccc(Cl)cc1,1,-2,0,-1.0,0.2,2,-0.4,0
COc1ccc(S(=O)(=O)N2CCOC2CNC(=O)C(=O)NCc2ccco2)cc1 (stereo not drawn),12,-16,2,-0.4,0.1,-7,·,-3
O=C(CSc1ccc(Br)cc1)Nc1ccccc1N1CCOCC1,-2,-8,-1,-0.4,0.0,4,-0.2,?
NC(CO)c1csc(Nc2ccc(C(F)(F)F)cn2)n1 (stereo not drawn),3,-15,2,-2.2,0.1,0,6.9,16
CO[C@@H]1CC[C@H]2CCN(C)C(=O)[C@H](C)CN(C)C(=O)c3cc(C#N)ccc3OC[C@H]1O2,0,·,·,·,0.2,6,0.0,0
CN(c1cccnc1)c1ncnc2[nH]ncc12,2,-25,-1,2.9,-0.1,21,4.9,-4
O=C(NCc1ccco1)c1ccc(CS(=O)Cc2ccc(Cl)cc2)o1 (stereo not drawn),-4,-5,2,-0.2,0.3,12,0.4,8
Cc1csc(NC(=O)CCN2C(=O)c3ccccc3S2(=O)=O)n1,3,-8,1,·,·,31,·,·
O=C(Nc1ccc(Cl)c(Cl)c1)N[C@H]1CC[C@@H](CCNC(=O)c2ccc(F)cc2)O[C@H]1CO,0,-45,1,-0.5,0.0,-34,-0.1,6
COc1ccccc1-c1cnc2c(c1)C(=O)N([C@H](C)CO)C[C@H](C)[C@H](CN(C)Cc1cccnc1)O2,-4,11,-2,2.3,-0.5,-5,0.4,-8
OC[C@@H]1[C@H](c2ccc(/C=C/c3ccccc3)cc2)[C@H]2CN(Cc3cccnc3)CCCCN12,5,59*,-1,-3.4,0.0,-2,-0.1,-25

# Source: PubChem BioAssay
